# High-throughput results as filed in PubChem BioAssay.
# NPC1 promoter act = qHTS Assay for NPC1 Promoter Activators. AID 485313, 2010. Huh7 NPC1 promoter luciferase reporter, 24 h. Potency, µM (titrated, usually from 9.22 µM), inactives show top-dose activation, actives largely listed as activators. hit rate 2.4% among 320,000;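 further: potency means the concentration at half of the fitted maximal effect; % of control where 0% means no effect; nearly all actives have a fitted effect of over 60% in size; reporter is driven by a mutant NPC1 promoter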
#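 Readout is luciferase luminescence, reflecting NPC1 promoter activation in stably transfected Huh7 cells after 24 h compound exposure at 37 °C in reduced-serum medium with 10% FBS.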
# ELG1 DNA repair = qHTS screen for small molecules that inhibit ELG1-dependent DNA repair in human embryonic kidney (HEK293T) cells expressing luciferase-tagged ELG1. HEK293T ELG1-luciferase reporter, luminescence, 16 h; DNA damage induced by 5-fluorouridine. Potency, µM (series often up to 46.1 µM), without a hit: at the top dose activity change, negative = inhibition, most hits filed as inhibitors. hit rate 2.3% among 330,000. AID 504467, 2011; further: potency means the concentration at half of the fitted maximal effect; on the % scale 0 is the no-effect control and ±100 the full control effect; nearly all actives have a fitted effect of over 55% in size
#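 Quantitative HTS, concentration-response format. 2,000 cells/well co-treated with 5-fluorouridine and compound, 16 hr in 5% CO2 at 37 °C; ONE-Glo luminescence read after 30 min.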
# TRPV1 agonist = HTS Assay for Compounds that Act as Agonists of the Vanilloid Receptor 1; Transient receptor potential cation channel subfamily V member 1 (Homo sapiens), Q8NER1; TRPV1-expressing cells, Fluo-8 calcium influx, agonist mode; activation, % at 8.33 µM; hit rate 0.19% among 320,000; AID 540275, 2011; in the data active means activation above about 80%; inconclusive means between about 30% and that limit; further: 0% is about no effect
#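 Cells expressing TRPV1 were dye-loaded with Fluo-8 and read kinetically: 10 s baseline, 3 min after compound (agonist portion), then 2 min after EC20 capsaicin (allosteric enhancer portion). Calcium-bound dye fluorescence at 480/520 nm.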
# p53 reactivation = qHTS assay for re-activators of p53 using a Luc reporter | H1299 p53-A138V BP100-luciferase reporter, luminescence, 24 h | Potency, µM (highest dose often 92.2 µM), for the others: at the highest dose activity change, positive = activation, actives largely listed as activators | AID 504706, 2011 | hit rate 0.063% among 320,000; further: potency means the concentration at half of the fitted maximal effect; % of control where 0% means no effect; nearly all actives have a fitted effect of over 45% in size
#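 H1299 (p53-null), stable ts p53-A138V + BP100-Luc; 1000 cells/well, Opti-MEM/10% FBS; cpd 4 pt, 1:5; 24 h, 37 deg C, 5% CO2; detection reagent 10 min RT; luminescence.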
# VP16 counter = VP16 counterscreen qHTS for inhibitors of ROR gamma transcriptional activity; AID 2546, 2010; Potency, µM (titrated, usually from 53.6 µM), inactives show at the top dose activity, negative = inhibition, usual class: inhibitors; Drosophila S2 Gal4-VP16 UAS-luciferase, luminescence, 20 h; hit rate 3.5% among 310,000;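 further: Gal4-VP16 expression switched on by copper sulfate through the metallothionein promoter; potency means the concentration at half of the fitted maximal effect; on the % scale 0 is the no-effect control and ±100 the full control effect; nearly all actives have a fitted effect of over 50% in size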
# Tb PFK block = qHTS Assay to Find Inhibitors of T. brucei phosphofructokinase; ATP-dependent 6-phosphofructokinase (Trypanosoma brucei brucei), O15648; T. brucei PFK, ADP-Glo luminescence; Potency, µM (highest dose often 57.5 µM), for inactives: at the top dose activity, negative = inhibition, usual class: inhibitors; hit rate 0.17% among 330,000; AID 485367, 2010;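 further: potency means the concentration at half of the fitted maximal effect; 0% = uninhibited 1x PFK enzyme wells and -100% = no-enzyme wells; nearly all actives have a fitted effect of over 60% in size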
# Target sequence (O15648 whole entry, looked up): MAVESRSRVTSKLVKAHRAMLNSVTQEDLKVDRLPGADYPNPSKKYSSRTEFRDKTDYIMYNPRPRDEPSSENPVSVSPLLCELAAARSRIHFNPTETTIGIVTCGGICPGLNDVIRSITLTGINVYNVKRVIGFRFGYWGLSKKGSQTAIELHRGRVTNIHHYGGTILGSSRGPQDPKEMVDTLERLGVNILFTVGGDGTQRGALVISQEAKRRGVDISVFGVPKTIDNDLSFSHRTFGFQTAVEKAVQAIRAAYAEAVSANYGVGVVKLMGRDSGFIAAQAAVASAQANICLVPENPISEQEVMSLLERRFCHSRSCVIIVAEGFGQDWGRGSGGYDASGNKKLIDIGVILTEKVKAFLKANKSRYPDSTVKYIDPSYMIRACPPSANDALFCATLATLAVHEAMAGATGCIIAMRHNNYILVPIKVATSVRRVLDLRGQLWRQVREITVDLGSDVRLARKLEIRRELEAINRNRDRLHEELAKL
#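 1.25 nM PFK with 0.5 mM F6P and 0.1 mM ATP in 0.1 M TEA pH 8.0, 5 mM MgCl2, incubated 45 min at room temperature; ADP measured by ADP-Glo luminescence; compounds titrated up to 57 uM.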
# FLuc modulator = qHTS profiling assay for firefly luciferase inhibitor/activator using purifed enzyme and Km concentrations of substrates (counterscreen for miR-21 project). Luciferin 4-monooxygenase (Photinus pyralis), P08659. purified FLuc, Km substrates, luminescence inhibition. Potency, µM (titrated, usually from 57.5 µM), for inactives: top-dose activity change, negative = inhibition, actives largely listed as inhibitors. hit rate 6.9% among 360,000;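 further: potency means the concentration at half of the fitted maximal effect; plate controls were vehicle for no effect and reference inhibitor for full effect; nearly all actives have a fitted effect of over 55% in size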
#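 Purified P. pyralis luciferase (10nM final) with 10uM D-luciferin and 10uM ATP (Km levels) in 50mM Tris acetate pH 7.5, 10mM Mg acetate, 0.01% Tween-20, 0.05% BSA; qHTS 6-point titration, ~60 µM downward; luminescence read.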
# ELG1 genotoxic = qHTS screen for small molecules that induce genotoxicity in human embryonic kidney (HEK293T) cells expressing luciferase-tagged ELG1; HEK293T ELG1-luciferase reporter, luminescence, 16 h; Potency, µM (series often up to 46 µM), for inactives: at the top dose activity change, positive = activation, most hits filed as activators; hit rate 1.3% among 330,000; AID 504466, 2011; further: potency means the concentration at half of the fitted maximal effect; % of control where 0% means no effect; nearly all actives have a fitted effect of over 60% in size
#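 After overnight (16 hr) compound treatment at 37 °C, ELG1-luciferase HEK293T cells were lysed with ONE-Glo; luminescence quantified 30 min later at room temperature.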
# BRCA1 expr up = qHTS Assay to Identify Small Molecule Activators of BRCA1 Expression | MCF7-BRCA1-FFLuc reporter, luminescence, 48 h; response scale: scaled: vehicle 0%, 10 µM genistein 100% | Potency, µM (highest dose often 46.1 µM), without a hit: top-dose activation, usual class: activators | hit rate 1.1% among 380,000 | AID 624202, 2012; further: potency means the concentration at half of the fitted maximal effect; nearly all actives have a fitted effect of over 80% in size; some results filed as inactive show a strong effect at the top dose
#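 Quantitative HTS in MCF7 cells stably reporting BRCA1 expression via firefly luciferase. Compound treatment lasts 48 h at 37 °C in phenol-red free MEM. Activation is expressed relative to genistein at 10 microM and DMSO.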
# Rab9 promoter act = qHTS Assay for Rab9 Promoter Activators. Huh7 Rab9 promoter-luciferase reporter, luminescence, 24 h. Potency, µM (top dose mostly 9.22 µM), without a hit: top-dose activation, negative = inhibition, hits mostly activators. hit rate 2.8% among 320,000. AID 485297, 2010; further: potency means the concentration at half of the fitted maximal effect; % of control where 0% means no effect; nearly all actives have a fitted effect of over 60% in size
#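 Luciferase signal after 10 min detection reagent at ambient indicates Rab9 promoter upregulation; stably transfected Huh7 cells were treated 24 h with compound in DMSO at 37 °C, 5% CO2.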
# RORgamma inh = qHTS for inhibitors of ROR gamma transcriptional activity | Nuclear receptor ROR-gamma (Mus musculus), P51450 | Drosophila S2 Gal4-RORgamma UAS-luciferase reporter, 20 h | Potency, µM (titrated, usually from 53.6 µM), for the others: at the highest dose activity change, negative = inhibition, most hits filed as inhibitors | hit rate 5.4% among 310,000; further: potency means the concentration at half of the fitted maximal effect; on the % scale 0 is the no-effect control and ±100 the full control effect; nearly all actives have a fitted effect of over 60% in size
# Target sequence (P51450 whole entry, looked up, the tested form may be a part): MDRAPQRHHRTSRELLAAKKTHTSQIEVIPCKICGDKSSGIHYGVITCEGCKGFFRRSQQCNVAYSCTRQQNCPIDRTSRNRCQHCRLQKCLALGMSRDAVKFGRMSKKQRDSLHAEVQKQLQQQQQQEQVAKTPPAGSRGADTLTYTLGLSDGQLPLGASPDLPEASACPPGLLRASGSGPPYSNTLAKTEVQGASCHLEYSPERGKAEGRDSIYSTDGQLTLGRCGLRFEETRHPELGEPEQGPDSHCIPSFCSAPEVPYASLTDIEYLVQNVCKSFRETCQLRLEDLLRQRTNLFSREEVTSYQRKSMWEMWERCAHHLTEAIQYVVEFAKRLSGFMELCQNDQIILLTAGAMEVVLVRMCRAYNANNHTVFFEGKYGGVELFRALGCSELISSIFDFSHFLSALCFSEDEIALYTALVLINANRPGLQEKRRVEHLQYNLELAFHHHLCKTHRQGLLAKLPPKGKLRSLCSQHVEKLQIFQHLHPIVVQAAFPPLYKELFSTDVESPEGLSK
#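 Stable Schneider cell line, Gal4 DNA-binding domain fused to ROR gamma, UAS-luciferase. Cmpd 1 hr RT → CuSO4 700 uM final → 20 hr RT → luciferase reagent 10 min → luminescence.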
# Starred values were filed as active, the others as inactive; u = inconclusive; x = not tested or not shown; [ ] = another dose, or the depositor's remark. Unless noted, the call rests on the fitted dose curve; in most records, active means well fitted curve in the direction sought with a large enough effect; inconclusive means small, poorly fitted or top-dose-only effect, or another doubt; inactive means no such curve, though single readings can be large; an effect the other way counts as inactive or inconclusive.
SMILES,NPC1 promoter act,ELG1 DNA repair,TRPV1 agonist,p53 reactivation,VP16 counter,Tb PFK block,FLuc modulator,ELG1 genotoxic,BRCA1 expr up,Rab9 promoter act,RORgamma inh
CSCCC(N=C1NS(=O)(=O)c2ccccc21)C(=O)NCc1ccccc1F (configuration not stated),-6.4%,-8.2%,1.0,13.4%,-8.7%,-1.9%,5.1%,-11.3%,-15.7%,-1.9%,14.6%
Nc1nc(-c2cccs2)c(NC(=O)c2ccccc2)s1,9.3%,-0.4%,-2.4,-15.1%,u,1.9%,-10.8%,5.4%,-31.4%,-6.9%,4.5%[10 µM]
O=C(NCCC(=O)N1CCNC1=O)OCc1ccccc1,-3.4%,u,-5.1,-0.2%,-7.0%,18.4%,-2.7%,2.8%,21.5%,0.2%,14.0%
CCCCNC(=O)N(CC)c1c(N)n(Cc2ccccc2)c(=O)[nH]c1=O,0.9%,4.2%,0.2,1.0%,1.9%,-5.4%,1.1%,-4.4%,-31.9%,-5.7%,7.3%
Cc1ccc(C)c(N2CCN(C(=O)Cc3ccc(-n4c(=O)[nH]c5ccsc5c4=O)cc3)CC2)c1,-6.0%,u,13.4,18.3%,-24.8%,0.1%,-0.2%,-6.2%,-25.1%,-11.1%,18.2%[10 µM]
COc1ccc(S(N)(=O)=O)cc1C(=O)OCC(=O)Nc1ncc(Cl)c(C)c1Cl,x,-4.0%,x,-6.2%,x,4.7%,x,2.6%,-22.1%,x,x
O=C(Nc1ccccc1)C1CCN(C(=O)c2ccco2)CC1,2.0%,4.0%,-0.4,-1.4%,-1.3%,-2.2%,1.7%,0.2%,-6.3%,-2.9%,8.9%
CCOC(=O)c1c(NC(=O)CSc2nnc(Cc3csc(N)n3)n2C)sc(C)c1C,4.0%,6.8%,1.7,-6.6%,-29.8%,18.2%,1.9%,-0.1%,-3.1%,4.0%,-42.0%
Cc1cc(Cn2nnc3ccccc32)c(O)c(C(C)(C)C)c1,-4.2%,16.8%,7.1,6.9%,x,-14.7%,-1.4%,-0.2%,-35.6%,-3.4%,x
CN(C)C(=O)c1ccccc1Sc1ccc(Cl)cc1Cl,2.0%,3.8%,-1.1,-4.5%,-7.5%,0.6%,-4.3%,2.3%,-9.0%,0.3%,25.4%
Cc1cc(C)n2nc(C(=O)N/N=C/c3ccccc3Cl)nc2n1,-5.1%,19.6%,-1.1,-2.4%,7.4%,-8.7%,-18.9%,6.0%,-21.3%,-11.9%,15.9%
C=CCn1c(SCC(=O)NCC)nnc1-c1cc2c(s1)CCC(CC)C2 (configuration not stated),5.0%,u,28.1,4.0%,2.8%,7.7%,12µM*,u,u,22.2%,43.6%
COC(=O)c1ccc(CO/N=C(\NC(C)=O)c2nonc2NC(C)=O)cc1,-0.7%,16.8%,-2.1,14.0%,11.4%,0.4%,-0.9%,2.7%,0.9%,2.1%,-27.9%
Cc1nn(Cc2ccccc2Cl)c(C)c1NC(=O)c1ccn(C)n1,-7.1%,-15.4%,1.7,-7.8%,-2.1%,-5.8%,1.5%,1.2%,-5.8%,-3.5%,35.0%
Cc1ccc(S(=O)(=O)c2cc(C#N)c(=O)[nH]c2N)cc1,-2.5%,0.1%,x,0.9%,-4.5%,-0.6%,-1.6%,-3.7%,11.3%,-0.7%,15.3%
O=C(NC1CCCCCC1)C1CCC(=O)N(Cc2ccccc2F)C1 (configuration not stated),6.7%,20.8%,-3.6,-11.1%,-1.8%,-1.0%,-5.0%,0.6%,4.8%,18.7%,-10.0%
COc1ccc(C2NN=C(c3ccc(C)cc3)S2)cc1 (configuration not stated),91.7%,u,5.8,u,7.08µM*,1.4%,1.2µM*,u,1.78µM*,0.631µM*,u
COc1ccccc1CNC(=O)C1CCN(S(=O)(=O)c2ccc(N3CCCC3=O)cc2)CC1,-6.1%,-5.1%,-0.5,-2.6%,-5.0%,0.7%,2.4%,-4.8%,-30.9%,8.5%,-1.6%
COc1ccc(S(=O)(=O)N2CCCC2CNC(=O)C(=O)NCc2ccc(C)cc2)cc1 (configuration not stated),-1.9%,-17.5%,-8.8,-2.7%,x,-0.8%,1.7%,-0.9%,5.6%,2.8%,x
CCc1ccc2[nH]c(=O)c(C(c3nnnn3CCOC)N3CCN(c4ccc(F)cc4)CC3)cc2c1 (configuration not stated),-2.2%,u,3.2,-11.6%,-2.8%,3.6%,1.5%[2.3 µM],-9.0%,-30.4%,-6.6%,25.9%
COC(=O)c1[nH]c2ccccc2c1NC(=O)Oc1ccccc1,25.9%,u,x,17.9%,6.1%,2.5%,u,15.5%,82.8%,u,22.2%
CCCC(=O)N/C(N)=N/c1nc(C)c2cc(C)ccc2n1,-8.7%,u,0.0,27.3%,1.2%,6.4%,16.9µM*,5.4%,15.8%,22.8%,-20.9%
Cc1ccc(NC(=O)c2ccc3c(c2)OCO3)cc1S(=O)(=O)N1CCOCC1,0.3%,18.3µM*,u,2.2%,x,2.3%,x,-2.0%,2.1%,13.7%,x
O=C(CSc1nc2ccccc2[nH]1)Nc1ccc(N2CCOCC2)cc1,2.2%,3.8%,8.3,18.6%,17.6%,0.6%,u,-3.0%,-20.5%,0.2%,u
CCOc1ccc(-c2nc(C#N)c(N3CCN(C)CC3)o2)cc1,1.8%,-4.9%,-3.4,-7.1%,1.8%,5.6%,-17.7%,0.4%,5.5%,-5.6%,10.8%
Cc1ccc2c(c1)COc1c3ccc(C(=O)O)cc3nn1-2,-22.0%,u,-1.7,-8.3%,5.01µM*,1.3%,1.35µM*,-0.6%,u,u,2µM*
Cc1cccc(Cn2c(C(C)O)nc3ccccc32)c1 (configuration not stated),-1.0%,3.9%,u,u,-9.1%,4.2%,0.1%,-0.5%,-0.8%,-3.1%,-7.7%
COC(=O)c1cc(S(=O)(=O)N2CCC(c3cc(OC)ccc3OC)C2)c[nH]1 (configuration not stated),-5.1%,u,3.8,-14.3%,u,-0.3%,-1.2%,-1.7%,-22.9%,-21.6%,31.9%
CC1(C)CC(=O)C2=C(C1)N(c1ccccc1)C(N)=C(C#N)C2c1ccsc1 (configuration not stated),-1.2%,-12.4%,7.3,0.3%,6.9%,-3.8%,-1.0%,0.6%,-11.4%,0.8%,u
CC(=O)c1ccc(O)c(CSC2=NCCS2)c1,-0.5%,7.1%,3.7,-2.7%,-4.4%,4.9%,-1.5%,-4.4%,5.5%,-3.1%,6.8%
CC(=O)OC1OCCOC1NC(=S)Nc1cccc(C(F)(F)F)c1 (configuration not stated),0.4%,-8.1%,-2.9,1.2%,4.5%,2.8%,3.6%,0.0%,-4.7%,-1.1%,34.3%
O=C(CN1C(=O)C2CCCCC2C1=O)OCc1nnc(-c2ccccc2)o1 (configuration not stated),3.9%,12.1%,-5.7,-0.1%,5.2%,-1.7%,-4.5%,-0.1%,27.1%,5.2%,43.5%
CCOc1ccc(S(=O)(=O)N2CCCC(C(=O)Nc3cc(C)cc(C)c3)C2)cc1 (configuration not stated),-7.4%,-14.3%,3.3,4.8%,-25.8%,-0.4%,0.1%,-5.5%,-21.7%,-1.4%,-28.8%
CN(Cc1ccco1)C(=O)c1c[nH]c2ccc(S(=O)(=O)Nc3ccc4c(c3)OCCO4)cc2c1=O,4.8%,14.5%,2.0,u,-4.4%,-18.4%,-11.1%,-2.9%,-7.9%,-4.6%,u
CCC(=O)N(Cc1cc2ccccc2[nH]c1=O)C(C)C,-3.7%,0.0%,1.4,17.8%,-5.2%,2.4%,0.3%,23.1µM*,6.7%,15.6%,-19.1%
CCc1ccc(C2=NN(CCC(=O)NC3CC3)C(=O)CC2)cc1,0.3%,8.6%,15.9,-5.6%,0.2%,0.0%,9.5%,-1.0%,x,-3.7%,-2.2%
